Screening data (PubChem)
Ins promoter up = MIN6 insulin promoter up-regulation; actives 0.3% (n = 190,000); MIN6 insulin promoter-GFP reporter, high-content imaging; active compounds read high; AID 1625; z-score at 5 µM;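 active means z-score above 3 at 5 µM with at least 500 cells counted in the well; inconclusive means wells under 500 cells, flagged as cytotoxic or low count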
Lipid droplet = hepatic lipid droplet formation modulation; AML12 mouse hepatocytes, oleate lipid droplets, BODIPY imaging; inhibition, % at 6.5 µM; actives 0.4% (n = 240,000);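 active means lipid droplet intensity inhibited by at least 50%, with more than 500 cells counted; inconclusive means wells with under 300 cells, treated as cytotoxic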
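Test system: AML12 mouse liver cells; schedule: overnight exposure; technique: high-content imaging of BODIPY-stained droplets and DAPI nuclei; read-out: % inhibition of corrected integrated BODIPY droplet signal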
T cell HTS = T cell immune modulation candidate | 2C CD8+ T cell-vesicle binding, flow cytometry; active compounds read low | AID 2052 | actives 0.068% (n = 330,000) | calls only at 7 µM;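 active means response, share of CD8 T cells binding vesicles, and their 90th percentile fluorescence all below set limits, cut at about 80% in these data, passing the limit was not always enough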
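Incubation: binding step 1.5 h, 37 °C, antibody labelling 20 min, ice; system: murine 2C transgenic CD8+ T lymphocytes; technique: cytometric PE anti-B7-1 and Alexa647 anti-CD8 signals after 1% paraformaldehyde fixation; also added: QL9-charged Drosophila Ld/ICAM-1/B7-1 vesicles; control set: naked versus QL9-loaded vesicles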
b-catenin transl = modulators of beta-catenin nuclear translocation; HeLa beta-catenin nuclear translocation, immunofluorescence imaging; nuclear translocation activity, % at 5 µM; actives 0.3% (n = 190,000); AID 1665;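 active means nuclear translocation activity above 50% at 5 µM, with a well cell count of 50 or more; inconclusive means wells under 50 cells across six images, flagged as toxic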;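 further: per-cell ratio of nuclear to cytoplasmic median beta-catenin stain intensity; plate controls were DMSO negative control for no effect and GSK-3 inhibitor IX positive control for full effect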
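Read-out: Nuclear/cytoplasmic beta-catenin signal ratio, % activation | Assay system: Human HeLa cell line | Times: 24 h compound exposure at 37°C, 5% CO2 | Signal: Fluorescence imaging of beta-catenin antibody stain plus DAPI | Dosing: 5 µM primary, 0.02–20 µM confirmation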
West Nile virus CPE = West Nile virus antiviral activity, cell-based, CPE readout (AID 1621); West Nile virus-infected cells, CPE inhibition; higher % means a stronger effect; CPE inhibition, % at 10 µM; hits with a dose series show IC50 in µM; actives 0.02% (n = 290,000); in the data active means a potency from the dose series; inconclusive means CPE inhibition mostly from about 3.7% at the one dose, without a potency; inactive means the rest, 99 in 100 with CPE inhibition below about 2.2%; further: strong numbers were not always called active
Ins promoter up cell count = further read-out of Ins promoter up, marked with its call; cell count; measured here: cytotoxicity, nuclei count;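 total cells summed across four imaged fields per well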
Lipid droplet cells 6.5 µM = further read-out of Lipid droplet, marked with its call; cell count; measured here: cell count, cytotoxicity flag;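 cells counted across two imaged fields per well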
b-catenin transl cell count 5 µM = further read-out of b-catenin transl, marked with its call; cell count; measured here: cell count, cytotoxicity flag
T cell HTS vesicle-bound % = also measured in T cell HTS; calls as there; double positive events, %; measured here: CD8+ vesicle-bound cell fraction;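 binding gate set so that unloaded-vesicle control wells show 10% double positive cells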
Numbers without * were called inactive.

What do the screens show for `O=C(CSc1nccn(-c2ccc(Br)cc2)c1=O)NCc1ccccc1`?
T cell HTS: inactive; T cell HTS vesicle-bound %: 16

How did Cc1ccc2c(c1)-n1c(nc3cc(C)ccc3c1=O)C(Cc1ccccc1)NC2=O (configuration not stated) do in these assays?
T cell HTS: inactive; T cell HTS vesicle-bound %: 15

How did Cc1ccc2c(c1)-n1c(nc3ccc(C)cc3c1=O)C(Cc1ccccc1)NC2=O (configuration not stated) do in these assays?
T cell HTS: inactive; T cell HTS vesicle-bound %: 8

Results for COc1ccc(N(CC(=O)NC2CCCC2)C(=O)Cn2nnc(-c3ccc(C)o3)n2)cc1 ?
Lipid droplet: -3; West Nile virus CPE: -0.5%; Lipid droplet cells 6.5 µM: 741

What do the screens show for `C[C@@H]1C=CC(=O)O[C@@H]1c1ccc(Cl)cc1`?
Lipid droplet: 0; West Nile virus CPE: 0.0%; Lipid droplet cells 6.5 µM: 753

What do the screens show for `CC1(C)CC(NC(=O)C2CCC(=O)N(Cc3ccccc3F)C2)CC(C)(C)C1` (configuration not stated)?
Lipid droplet: -2; West Nile virus CPE: -1.1%; Lipid droplet cells 6.5 µM: 793

Results for COc1ccc(C(=O)O)cc1S(=O)(=O)Nc1ccccc1Cc1ccccc1 ?
Lipid droplet: 33; West Nile virus CPE: -0.3%; Lipid droplet cells 6.5 µM: 764

How did COc1ccc(N(C(=O)c2snc(C(N)=O)c2N)C(C(=O)NCc2ccccc2)c2ccc(O)cc2)cc1OC (configuration not stated) do in these assays?
Lipid droplet: 10; West Nile virus CPE: 0.9%; Lipid droplet cells 6.5 µM: 791

Results for O=C(CCN1C(=O)C2C3CCC(C3)C2C1=O)Nc1ccc(Cl)cc1Cl (configuration not stated) ?
Lipid droplet: 7; West Nile virus CPE: -0.4%; Lipid droplet cells 6.5 µM: 757

What do the screens show for `Cc1onc(-c2ccccc2)c1C(=O)N/N=C/c1cc(Br)c(O)c(Br)c1`?
Lipid droplet: 2; West Nile virus CPE: 0.3%; Lipid droplet cells 6.5 µM: 819

Results for COC(=O)c1ccccc1S(=O)(=O)N1CCC(NC(=O)C(Cc2cccc(OC)c2OC)NC(C)=O)CC1 (configuration not stated) ?
Lipid droplet: -22; West Nile virus CPE: 1.3%; Lipid droplet cells 6.5 µM: 741

What do the screens show for `COc1nc2c(C)cccc2cc1-c1noc(-c2ccncc2)n1`?
Ins promoter up: 0.86; b-catenin transl: 0.7; Ins promoter up cell count: 1113; b-catenin transl cell count 5 µM: 1129

How did CC(=O)c1cnc(Nc2nc(C)c3cccc(C)c3n2)nc1C do in these assays?
Ins promoter up: -0.77; b-catenin transl: -6.8; Ins promoter up cell count: 1461; b-catenin transl cell count 5 µM: 974

Results for Cc1nc(SCn2nnc3ccccc3c2=O)c2c(C)c(C)sc2n1 ?
Ins promoter up: -0.34; b-catenin transl: -8.2; Ins promoter up cell count: 1151; b-catenin transl cell count 5 µM: 959

What do the screens show for `Cn1c(=O)c2c3c(sc2n2c(SCC(=O)c4ccccc4)nnc12)COC(C)(C)C3`?
Ins promoter up: 0.29; b-catenin transl: -0.4; Ins promoter up cell count: 1222; b-catenin transl cell count 5 µM: 1179

How did CCC(O)CNc1nc(-n2nc(C)cc2C)nc2sc3c(c12)CCCC3 (configuration not stated) do in these assays?
Ins promoter up: -0.21; b-catenin transl: -0.3; Ins promoter up cell count: 993; b-catenin transl cell count 5 µM: 1168

What do the screens show for `CNC(=O)c1cc2c(=O)n3cc(C)ccc3nc2n(Cc2ccco2)c1=N`?
Ins promoter up: 0.65; b-catenin transl: -7.9; Ins promoter up cell count: 1259; b-catenin transl cell count 5 µM: 1035

What do the screens show for `Cc1ccc(-n2nc(C)c(C3C(C#N)=C(N)OC4=C3C(=O)CCC4)c2Cl)cc1` (configuration not stated)?
Ins promoter up: -0.07; b-catenin transl: -6.7; Ins promoter up cell count: 1261; b-catenin transl cell count 5 µM: 988

How did COc1cccc(C2C(C(=O)c3sc(C)nc3C)=C(O)C(=O)N2CCN(C)C)c1OC (configuration not stated) do in these assays?
Ins promoter up: 0.73; b-catenin transl: 0.3; Ins promoter up cell count: 1331; b-catenin transl cell count 5 µM: 1125

How did Cc1ccccc1NC(=O)c1c(O)c2cccc3c2n(c1=O)CC3 do in these assays?
Ins promoter up: 0.28; b-catenin transl: -1.9; Ins promoter up cell count: 1230; b-catenin transl cell count 5 µM: 871

What do the screens show for `Cc1csc(NC(=O)c2c(O)c3cccc4c3n(c2=O)CCC4)n1`?
Ins promoter up: 0.36; b-catenin transl: -6.5; Ins promoter up cell count: 1177; b-catenin transl cell count 5 µM: 927

How did C=CCn1c(NC(=O)c2ccco2)c(S(=O)(=O)c2ccccc2)c2nc3ccccc3nc21 do in these assays?
Ins promoter up: 0.78; b-catenin transl: -3.3; Ins promoter up cell count: 1249; b-catenin transl cell count 5 µM: 855

What do the screens show for `c1ccc(-c2cc(-c3nc(-c4cccnc4)no3)c3ccccc3n2)cc1`?
Ins promoter up: 0.6; b-catenin transl: -2.7; Ins promoter up cell count: 945; b-catenin transl cell count 5 µM: 1260

What do the screens show for `CCOc1ccc2[nH]c(=O)c(CN(C(=O)N3CCOCC3)C3CC3)cc2c1`?
Ins promoter up: -0.67; b-catenin transl: -2.9; Ins promoter up cell count: 1175; b-catenin transl cell count 5 µM: 1176

How did COc1ccc(CCn2c(-c3ccco3)nc3nc4ccccc4nc32)cc1OC do in these assays?
Ins promoter up: -0.13; b-catenin transl: -6.4; Ins promoter up cell count: 1317; b-catenin transl cell count 5 µM: 887

Results for CCN1C(=S)SC(=O)C1=C1C=C(C)N(CCOC)C(C)=C1 ?
Ins promoter up: -0.07; b-catenin transl: -3.0; Ins promoter up cell count: 1411; b-catenin transl cell count 5 µM: 872

What do the screens show for `Cc1ccc(C2CC(=O)c3cnc(N4CC(C)CC(C)C4)nc3C2)cc1` (configuration not stated)?
Ins promoter up: -0.11; b-catenin transl: -3.2; Ins promoter up cell count: 1097; b-catenin transl cell count 5 µM: 910

How did Clc1ccc(-c2nn3c(-c4ccccn4)nnc3s2)c(Cl)c1 do in these assays?
Ins promoter up: 0.64; b-catenin transl: -2.7; Ins promoter up cell count: 1250; b-catenin transl cell count 5 µM: 1002

How did CCCc1nc2oc3c(N4CCNCC4)ncnc3c2c2c1CCCC2 do in these assays?
Ins promoter up: 2.8; b-catenin transl: -1.2; Ins promoter up cell count: 813; b-catenin transl cell count 5 µM: 768

What do the screens show for `CCc1nc2c(sc3nc(N4CCOCC4)c4c(c32)CC(C)(C)OC4)c(=O)o1`?
Ins promoter up: -0.05; b-catenin transl: -1.5; Ins promoter up cell count: 1165; b-catenin transl cell count 5 µM: 1165

How did CCOC(=O)c1sc(NC(=O)c2cc3c(C)nn(-c4ccccc4)c3s2)nc1C do in these assays?
Ins promoter up: 0.44; b-catenin transl: -2.9; Ins promoter up cell count: 1372; b-catenin transl cell count 5 µM: 876

Results for Cc1cc(C)nc(-n2nc(C)cc2NC(=O)c2ccc3c(c2)OCO3)n1 ?
Ins promoter up: -0.45; b-catenin transl: -6.8; Ins promoter up cell count: 1339; b-catenin transl cell count 5 µM: 1015

Results for Cc1ccc2nc(Nc3ncc4c(n3)CCCC4=O)nc(C)c2c1 ?
Ins promoter up: 0.81; b-catenin transl: -0.2; Ins promoter up cell count: 1245; b-catenin transl cell count 5 µM: 954

Results for CCCn1c(=O)c(C(=O)Nc2nnc(CC)s2)c(O)c2ccccc21 ?
Ins promoter up: 0.12; b-catenin transl: -8.3; Ins promoter up cell count: 1178; b-catenin transl cell count 5 µM: 1051

Results for CCOC(=O)c1ccc(NC(=O)c2c(NCc3ccccc3)[nH]c(=O)[nH]c2=O)cc1 ?
T cell HTS: inactive; West Nile virus CPE: -0.3%; T cell HTS vesicle-bound %: 31

What do the screens show for `COc1ccc(CCNC(=O)c2coc(=O)c(Br)c2)cc1`?
T cell HTS: inactive; West Nile virus CPE: 1.2%; T cell HTS vesicle-bound %: 40

What do the screens show for `CN1CCCC1CCNc1ccc2oc3ccccc3c(=O)c2c1` (configuration not stated)?
T cell HTS: inactive; West Nile virus CPE: inconclusive; T cell HTS vesicle-bound %: 10

How did CCOc1cc(/C=C/c2nc3ccccc3c(=O)[nH]2)cc(Br)c1OC do in these assays?
T cell HTS: inactive; West Nile virus CPE: inconclusive; T cell HTS vesicle-bound %: 63

Results for COc1ccc(Nc2nc(-c3sc(C)nc3C)cs2)cc1 ?
T cell HTS: inactive; West Nile virus CPE: 1.3%; T cell HTS vesicle-bound %: 51

Results for N[C@H]1CONC1=O ?
T cell HTS: inactive; West Nile virus CPE: -0.1%; T cell HTS vesicle-bound %: 49

The closing 2 records of the part above are carried over, then new ones follow.
Results for COc1ccc(Nc2nc(-c3sc(C)nc3C)cs2)cc1 ?
T cell HTS: inactive; West Nile virus CPE: 1.3%; T cell HTS vesicle-bound %: 51

Results for N[C@H]1CONC1=O ?
T cell HTS: inactive; West Nile virus CPE: -0.1%; T cell HTS vesicle-bound %: 49

How did O=C(O[C@H]1[C@H](Oc2ccccc2COC(=O)C2(O)C=CCCC2=O)O[C@H](CO)[C@@H](O)[C@@H]1O)c1ccccc1 (some centres not stated) do in these assays?
T cell HTS: inactive; West Nile virus CPE: -0.3%; T cell HTS vesicle-bound %: 13

How did C[C@@H](O)[C@H]1C(=O)N2C(C(=O)O)=C(S[C@@H]3CN[C@H](C(=O)N(C)C)C3)[C@H](C)[C@H]12 do in these assays?
T cell HTS: inactive; West Nile virus CPE: 0.8%; T cell HTS vesicle-bound %: 36

What do the screens show for `CC(COc1ccccc1Cc1ccccc1)N1CCCCC1` (configuration not stated)?
T cell HTS: inactive; West Nile virus CPE: -0.6%; T cell HTS vesicle-bound %: 54

What do the screens show for `Cc1nc(NC(=O)c2ccccc2)sc1C1(C)CC(c2ccc(OC(F)(F)F)cc2)=NO1` (configuration not stated)?
T cell HTS: inactive; West Nile virus CPE: -0.5%; T cell HTS vesicle-bound %: 14

Results for COc1ccc(CNc2nc3ccccc3s2)cc1OC ?
T cell HTS: inactive; West Nile virus CPE: -0.7%; T cell HTS vesicle-bound %: 55

Results for Cc1ccc(C)c(NC(=O)C[n+]2ccccc2)c1 ?
T cell HTS: inactive; West Nile virus CPE: 0.0%; T cell HTS vesicle-bound %: 60

Three entries already listed, arranged by molar mass, largest number first.
How did CCC(O)CNc1nc(-n2nc(C)cc2C)nc2sc3c(c12)CCCC3 (configuration not stated) do in these assays?
Ins promoter up: -0.21; b-catenin transl: -0.3; Ins promoter up cell count: 993; b-catenin transl cell count 5 µM: 1168

What do the screens show for `COc1ccc(CCNC(=O)c2coc(=O)c(Br)c2)cc1`?
T cell HTS: inactive; West Nile virus CPE: 1.2%; T cell HTS vesicle-bound %: 40

Results for CCN1C(=S)SC(=O)C1=C1C=C(C)N(CCOC)C(C)=C1 ?
Ins promoter up: -0.07; b-catenin transl: -3.0; Ins promoter up cell count: 1411; b-catenin transl cell count 5 µM: 872

Only part of the results is shown, so the mix of outcomes need not match the whole.
